DAX1 inh-1: DAX1 (NR0B1) inhibitors on StAR promoter, primary screen, cell-based, luminescence, SF-1 (NR5A1), full-length DAX-1. HEK293T StAR-luciferase reporter, SF-1/DAX-1 repression relief. AID 652010, 2013. inhibition, % at 6.8 µM. 370,000 tested, 1.1% active;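 active means inhibition above the mean over all tested compounds plus 3 SD, cut at about 3.6% in these data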;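 further: 0% = DAX-1 cells with DMSO and 100% = cells lacking DAX-1 with DMSO; higher inhibition means more luminescence from relief of DAX-1 repression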
sPLA2-III inh: human group III sPLA2 inhibitors, primary screen, biochemical, QFRET, BODIPY PC-A2 liposome substrate. 370,000 tested, 0.56% active. inhibition, % at 12.2 µM. QFRET BODIPY PC-A2 liposome hydrolysis, fluorescence. Group 3 secretory phospholipase A2 (Homo sapiens), Q9NZ20;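 active means inhibition above mean plus 3 SD of compounds lying within the high and low control bounds, cut at about 19% in these data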;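 further: 0% = median of test compound wells and 100% = no enzyme DMSO wells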
Target sequence (Q9NZ20 whole entry, looked up): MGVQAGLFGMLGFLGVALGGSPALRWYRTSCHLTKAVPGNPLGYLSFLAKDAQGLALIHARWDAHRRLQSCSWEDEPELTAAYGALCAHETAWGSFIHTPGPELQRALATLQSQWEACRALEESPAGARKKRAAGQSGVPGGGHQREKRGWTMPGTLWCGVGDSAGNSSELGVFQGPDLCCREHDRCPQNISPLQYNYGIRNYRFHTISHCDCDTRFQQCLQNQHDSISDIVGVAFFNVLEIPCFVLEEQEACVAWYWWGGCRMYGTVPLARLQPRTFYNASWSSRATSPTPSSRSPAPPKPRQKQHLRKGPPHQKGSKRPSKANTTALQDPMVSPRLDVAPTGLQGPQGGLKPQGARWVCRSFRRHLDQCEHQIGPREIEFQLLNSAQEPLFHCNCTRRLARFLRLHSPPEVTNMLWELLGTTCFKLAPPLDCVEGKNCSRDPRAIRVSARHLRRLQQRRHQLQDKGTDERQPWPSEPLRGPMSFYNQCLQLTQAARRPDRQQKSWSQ
ssDAF-12 act: S. stercoralis DAF-12 nuclear receptor activators, primary screen, cell-based, luminescence, HEK293, GRIP1 co-expression, lit1-tk-luc | 370,000 tested, 1% active | activation, % at 6.8 µM | HEK293 ssDAF-12/GRIP1 lit1-tk-luc reporter; % of 3 µM dafachronic acid response | AID 652126, 2013 | Nuclear hormone receptor DAF-12 (Strongyloides stercoralis);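 active means activation above the mean over all tested compounds plus 3 SD, cut at about 0.9% in these data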;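 further: 0% = DMSO-only wells and 100% = 3 µM delta7-dafachronic acid wells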
proKLK7 act: proKLK7 zymogen activators, primary screen, biochemical, fluorescence intensity; purified proKLK7, EDANS-DABCYL substrate fluorescence; 100% is mature enzyme control, 0% vehicle; activation, % at 7 µM; 370,000 tested, 0.9% active;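 active means activation above the mean of all tested compounds plus 3 SD, computed per campaign excluding outliers beyond control limits, cut at about 13% in these data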
Target sequence (P49862 whole entry, looked up): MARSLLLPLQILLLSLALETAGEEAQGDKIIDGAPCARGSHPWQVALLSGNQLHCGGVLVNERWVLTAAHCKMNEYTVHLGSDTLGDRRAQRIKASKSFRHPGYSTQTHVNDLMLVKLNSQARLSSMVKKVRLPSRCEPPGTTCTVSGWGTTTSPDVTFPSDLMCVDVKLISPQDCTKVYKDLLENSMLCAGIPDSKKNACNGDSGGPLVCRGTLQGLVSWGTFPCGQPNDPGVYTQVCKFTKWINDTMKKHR
GC-A act: GC-A stimulated cGMP production enhancers – HEK293 GC-A cells, cGMP TR-FRET, EC30 ANP, primary screen | 0% at EC30 ANP, 100% saturating ANP | activation, % at 10 µM | AID 1671463, 2021 | 370,000 tested, 0.14% active | Atrial natriuretic peptide receptor 1 (Homo sapiens), P16066; in the data active means activation above about 40%
GC-B act: human GC-B receptor activators, primary screen, HEK293 GC-B cells, cGMP TR-FRET, EC30 CNP | activation, % at 10 µM | 0% at EC30 CNP, 100% saturating CNP | 370,000 tested, 0.11% active | Atrial natriuretic peptide receptor 2 (Homo sapiens), P20594;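 active means activation at 10 µM reaching about 35% in either raw or pattern-adjusted values, limit read from the data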
DAX1 inh-2: DAX1 (NR0B1) inhibitors, primary screen, cell-based, HEK293, Gal4-DAX1, luciferase luminescence. HEK293 Gal4-DAX1 luciferase reporter. inhibition, % at 6.75 µM. 340,000 tested, 0.99% active. AID 504766, 2011;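 active means inhibition above the mean over all tested compounds plus 3 SD, cut at about 4.2% in these data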;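 further: 0% = DAX1-transfected cells with DMSO and 100% = empty-vector control cells with DMSO; inhibition shows as a rise in luminescence from relieved DAX1 repression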
Target sequence (P51843 207-470 limits assumed): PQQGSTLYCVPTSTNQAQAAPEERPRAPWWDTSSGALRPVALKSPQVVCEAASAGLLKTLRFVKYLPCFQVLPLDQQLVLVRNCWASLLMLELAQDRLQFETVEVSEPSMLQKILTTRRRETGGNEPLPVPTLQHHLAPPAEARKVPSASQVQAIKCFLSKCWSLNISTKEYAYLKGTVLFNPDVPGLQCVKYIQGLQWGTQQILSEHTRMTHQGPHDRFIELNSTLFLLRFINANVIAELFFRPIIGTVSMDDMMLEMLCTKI
hcDAF-12 act: H. contortus DAF-12 nuclear receptor activators, primary screen, cell-based, luminescence, HEK293, lit1-tk-luc reporter; HEK293 hcDAF-12 lit1-tk-luc reporter; 0% DMSO, 100% Δ7-dafachronic acid; activation, % at 6.8 µM; 370,000 tested, 1.4% active; AID 652067, 2013;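 active means activation above the mean of all tested compounds plus 3 SD, cut at about 5.5% in these data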;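 further: 100% = response to 3 µM Δ7-dafachronic acid high control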
FXN GAA850 act: FXN promoter activators, primary screen, cell-based, luciferase luminescence, HEK293 lucGAA850; HEK293 lucGAA850 FXN promoter luciferase reporter, 24 h; percent of 10 µM SAHA response; activation, % at 6 µM; 360,000 tested, 0.56% active;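 active means activation above the average of all compounds screened plus 3 SD, cutoff fixed separately per campaign, cut at about 7.5% in these data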;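 further: 0% = DMSO wells and 100% = 10 µM SAHA wells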
hgDAF-12 ag: H. glycines DAF-12 receptor agonists, primary screen, cell-based, luminescence, HEK293, GAL4 fusion, UAS-luciferase; Nuclear hormone receptor DAF-12 (Heterodera glycines), GAL4 fusion; HEK293 GAL4-hgDAF12 UAS-luciferase reporter, agonist luminescence; normalized to butyrate control; activation, % at 6.8 µM; 370,000 tested, 1.8% active;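 active means activation above a cutoff set at the mean of all screened compounds plus 3 SD, cut at about 10% in these data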;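 further: 0% = DMSO wells and 100% = sodium butyrate wells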
SMARCA2 act: SMARCA2 (BRM) function activators, primary screen, cell-based, luminescence, high throughput | 370,000 tested, 1% active | activation, % at 9.1 µM | AID 652017, 2013 | MG213 cells, MMTV-luciferase reporter, dexamethasone, overnight; in the data active means activation above about 7.8%;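 further: 0% = vehicle wells and 100% = reference activator wells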
Numbers without * were called inactive; . = not tested or not shown.

SMILES	DAX1 inh-1	sPLA2-III inh	ssDAF-12 act	proKLK7 act	GC-A act	GC-B act	DAX1 inh-2	hcDAF-12 act	FXN GAA850 act	hgDAF-12 ag	SMARCA2 act
COC(=O)CSc1nnc(CNC(=O)c2cccs2)n1-c1cccc(C)c1	0.7	2.6	-1.4	0.0	2.9	0.4	0.6	0.1	-0.9	0.9	2.5
CCOC(=O)CNC(=O)c1ccc(Br)s1	-0.7	10.2	-1.1	0.1	2.6	1.5	2.6	-0.2	-0.1	0.8	-3.5
Cc1ccc(S(=O)(=O)N(C)CC(=O)OCC(=O)NC(c2ccccc2)c2ccccc2)cc1	0.9	-23.1	-1.0	-0.4	-0.7	2.2	-0.5	0.5	1.5	1.7	1.6
COc1ccccc1CNC(=O)C(=O)NCC1CCCN1S(=O)(=O)c1cccs1 (stereo not given)	-1.9	-3.8	-0.7	-0.3	0.7	1.8	-1.1	-0.7	-1.1	-1.0	-0.6
O=C(CCSCCc1ccccn1)Nc1ccc(Cc2ccncc2)cc1	1.0	-8.8	-0.1	-0.5	-0.4	-2.0	0.4	0.1	0.5	1.9	-2.5
COc1ccc(S(=O)(=O)NCCc2cn3cccc(C)c3n2)cc1OC	-0.3	-5.9	-0.9	0.8	4.2	3.0	0.2	-0.8	1.2	-1.9	0.2
CCCOc1ccc(-c2nc(C#N)c(N3CCN(C)CC3)o2)cc1	-0.5	-5.2	-1.5	-0.2	-0.6	-1.0	-0.7	-0.6	2.8	0.6	-1.6
C=CCC1CCC/C(=N\NS(=O)(=O)c2ccc(C)cc2)C1 (stereo not given)	-1.3	-3.7	-0.9	-0.2	0.4	4.1	1.2	0.5	4.5	-0.5	1.3
Cc1ccc(S(=O)(=O)NCCCCCC(=O)Nc2ccccn2)cc1	-0.1	-4.0	-1.9	0.3	2.4	5.7	-0.1	-0.1	1.0	-0.7	-1.7
CCc1c(C)nc(N2CCN(Cc3ccccc3)CC2)[nH]c1=O	0.1	11.7	-1.4	-0.5	-4.7	-3.4	0.3	0.6	-0.2	0.6	-1.0
CCC(C)NC(=O)C1(C)CCC(=O)N1CCc1ccc(OC)c(OC)c1 (stereo not given)	0.3	-1.4	-0.3	0.3	-0.8	2.8	1.0	-2.1	-1.9	-0.2	-1.5
CC(=O)Nc1cc(-c2ccc(CO)cc2)cn2c(-c3ccc(F)cc3)cnc12	-1.6	6.9	-1.0	-8.2	0.2	-1.9	.	-2.1	2.8	-1.2	-0.5
O=C(CNCc1ccc(F)cc1)Nc1cc(S(=O)(=O)N2CCOCC2)ccc1Cl	-1.2	-1.5	-0.3	-0.9	2.2	4.3	-1.0	-1.4	0.8	-0.9	-0.9
CCCNC(=O)c1cc(C2CCCN(C(=O)C3CCCCC3)C2)on1 (stereo not given)	0.1	1.2	-1.4	-0.1	-1.9	3.0	.	0.2	0.1	-1.4	0.9
Cc1cccc(C)c1OC(=O)CSc1nnc(-c2ccccc2O)o1	0.1	-15.5	-0.5	-5.4	0.3	4.0	-0.6	-1.5	1.5	6.3	-4.6
Cc1c(NS(=O)(=O)c2cccc(C(=O)O)c2)c(=O)n(-c2ccccc2)n1C	-0.1	7.8	-0.2	0.2	2.8	-6.5	0.0	-0.4	-0.3	-0.1	-0.8
COc1ccc(-c2cc(NC=O)c3ncc(-c4ccc(OC)c(OC)c4)n3c2)cc1	-4.5	2.0	-1.3	-5.4	11.1	6.4	.	-1.3	0.3	3.8	2.1
N/C(Cc1ccc([N+](=O)[O-])cc1)=N\OC(=O)c1ccco1	-0.4	2.1	-0.9	0.1	-1.0	0.0	1.4	-1.1	-0.1	3.2	-3.0
CC(=NNc1ccc2ccccc2n1)c1ccccn1	-3.0	4.7	-2.3	0.1	-15.6	4.9	.	-3.2	.	-10.3	-3.9
O=c1[nH]cc(I)cc1I	-0.3	0.0	-0.7	-0.3	4.0	-4.7	0.6	-0.2	2.2	-1.5	-1.7
COc1cccc(NC(=O)Nc2nnc(Cc3ccc(OC)c(OC)c3)s2)c1	-0.4	-3.0	-0.7	0.0	2.2	6.8	-0.1	-0.5	-0.5	-0.1	1.6
CCOC(=O)C1(Cc2ccc(Cl)cc2)CCN(C(=O)C2=NNC(=O)CC2)CC1	0.3	4.6	-1.2	-0.3	-0.2	-1.0	-0.9	-1.2	1.7	1.3	-2.7
O=C(Oc1ccc(C(=S)N2CCOCC2)cc1)c1cc([N+](=O)[O-])cc([N+](=O)[O-])c1	0.0	5.3	-1.1	-0.3	2.2	-2.3	0.1	-1.1	0.5	-1.0	-3.0
O=C(CSc1cccc[n+]1[O-])NCCCc1ccccc1	-0.5	0.6	-1.0	-0.5	1.3	1.0	-0.4	0.1	-1.1	1.2	-0.3
COc1cccc(CNC(=O)CCC2CCCN(C(=O)c3cc(C)[nH]n3)C2)c1 (stereo not given)	-0.7	2.9	-1.5	-0.1	3.8	1.9	0.6	-1.1	0.9	-2.8	-2.4

Additional entries:
SMILES	DAX1 inh-1	sPLA2-III inh	ssDAF-12 act	proKLK7 act	GC-A act	GC-B act	DAX1 inh-2	hcDAF-12 act	FXN GAA850 act	hgDAF-12 ag	SMARCA2 act
Cc1cc(C)nc(Nc2n[nH]c(-c3ccccc3C)n2)n1	2.2	2.0	-1.0	0.4	0.9	-0.1	4.6*	-0.2	3.1	6.2	5.9
O=C1C2C3CCC(C3)C2C(=O)N1c1ccc(OS(=O)(=O)c2ccccc2)cc1 (stereo not given)	1.9	-11.2	-0.5	0.0	1.9	3.2	-0.5	2.1	7.1	7.0	3.6
COCCNC(=O)COCc1cc(-c2ccc3c(c2)OCO3)on1	0.4	-2.8	-1.1	-0.8	2.7	1.5	1.3	0.5	0.9	1.8	-0.9
O=C(N=C1N=C2C=CC(Br)=CN2Cc2ccccc21)c1ccc([N+](=O)[O-])cc1[N+](=O)[O-]	0.7	10.0	1.1*	-0.5	0.4	-8.5	0.8	4.6	2.7	14.4*	3.1
C/C(=N\NC(=O)CNc1ccccc1Cl)C(C)(C)C	-0.6	-1.5	-1.5	-0.2	3.5	6.5	0.9	-0.5	-0.5	2.4	0.2
CC1CC(C)CN(C(=O)c2nn(C)c3c2CS(=O)(=O)c2ccccc2-3)C1 (stereo not given)	0.5	7.7	-0.3	0.3	1.0	3.4	0.2	-1.2	1.8	-2.2	-2.5
CC(=O)C1C(c2ccc(C)cc2)c2c(n[nH]c2C)CC1(C)O (stereo not given)	-0.1	-1.4	-2.1	-0.3	4.9	2.3	0.4	-1.3	0.3	-1.9	1.4
COc1cccc(CNC(=O)CCNC(=O)c2ccccc2OC)c1	2.0	0.4	-1.1	-0.3	1.3	4.8	2.5	1.1	2.5	-3.0	-1.7
N#Cc1c(N)c(C(=O)c2ccccc2)n2c1CCCC2	0.7	0.8	-1.5	-0.7	-10.6	-1.5	-0.3	-1.9	2.1	0.4	6.9
CCN(Cc1ccccc1)C(=O)Cn1c(=O)n(CC(=O)N2CCCCC2)c(=O)c2sccc21	-0.5	5.0	-0.3	-0.3	-2.4	2.2	1.3	-0.6	-1.9	-0.6	-4.7
CCN(CC)C(=O)[C@H]1C[C@H](CC(=O)NCCc2ccccn2)C(=O)N2CCc3c([nH]c4ccc(Cl)cc34)[C@]12C	0.8	4.4	-1.8	0.1	-1.7	1.7	-1.2	-2.2	-3.0	-4.2	-1.0
O=C(OCn1nnc2ccccc2c1=O)c1cc2ccccc2o1	0.4	17.7	-0.6	-0.3	2.2	0.3	0.5	1.3	0.6	-1.5	-5.3
O=C(Nc1ccc(OC(F)(F)F)cc1)C1CC(c2ccc(F)cc2)=NO1 (stereo not given)	0.1	3.8	-1.0	0.1	0.8	-0.3	-0.7	-0.6	2.1	-0.1	-1.4
CCc1cccc(C)c1NC(=O)CN1CCN(S(=O)(=O)c2ccc(C(C)(C)C)cc2)CC1	-1.5	-19.4	-1.5	-0.1	-4.0	2.6	-0.5	-1.6	-0.9	-3.6	-2.6
COc1cc2ccccc2cc1C(=O)N(CCN(C)C)c1nc2ccc(Br)cc2s1	0.3	-2.6	-0.8	-0.5	-11.0	-6.3	0.0	1.4	1.7	0.9	-3.8
COc1cc(C)c(S(=O)(=O)Nc2ccccc2F)cc1C	-0.4	-19.2	-1.5	0.1	-6.9	-1.6	2.2	-1.1	0.3	-2.0	-0.5
CN1/C(=C\C(=O)COC(=O)c2ccccc2O)C(C)(C)c2ccccc21	-0.2	4.4	-1.4	-1.9	3.9	1.9	0.0	-1.0	1.9	1.2	-2.3
Cc1ccc(CC(=O)N2CC(C)OC(C)C2)cc1 (stereo not given)	0.3	-4.7	-0.3	-0.1	-0.3	0.9	1.0	2.6	-0.7	1.4	-0.7
CSc1nc(-c2ccco2)nn1C(=O)c1ccc(C)cc1	-0.9	-4.8	-0.6	0.2	11.6	13.7	3.5	-1.9	-0.4	0.1	0.3
CC(C)OC(=O)CN1C(=O)c2ccccc2C1=O	0.0	7.6	-1.3	-0.2	-0.6	9.3	-0.6	-2.2	2.6	-0.2	-3.5
CCOC(=O)N1CCN(CC(O)COc2cc(C)ccc2C(C)C)CC1 (stereo not given)	0.4	-3.4	-0.2	-0.1	2.4	0.6	0.5	-0.4	0.4	-0.7	-1.9
CC(=O)N(CCN(C)C)c1nc2cc3c(cc2s1)OCCO3	2.1	6.4	0.1	-0.1	-1.4	0.1	1.6	0.9	2.6	6.2	4.2

In the list so far, 4 have an aryl thioether with sulfur outside any ring:
SMILES	DAX1 inh-1	sPLA2-III inh	ssDAF-12 act	proKLK7 act	GC-A act	GC-B act	DAX1 inh-2	hcDAF-12 act	FXN GAA850 act	hgDAF-12 ag	SMARCA2 act
COC(=O)CSc1nnc(CNC(=O)c2cccs2)n1-c1cccc(C)c1	0.7	2.6	-1.4	0.0	2.9	0.4	0.6	0.1	-0.9	0.9	2.5
Cc1cccc(C)c1OC(=O)CSc1nnc(-c2ccccc2O)o1	0.1	-15.5	-0.5	-5.4	0.3	4.0	-0.6	-1.5	1.5	6.3	-4.6
O=C(CSc1cccc[n+]1[O-])NCCCc1ccccc1	-0.5	0.6	-1.0	-0.5	1.3	1.0	-0.4	0.1	-1.1	1.2	-0.3
CSc1nc(-c2ccco2)nn1C(=O)c1ccc(C)cc1	-0.9	-4.8	-0.6	0.2	11.6	13.7	3.5	-1.9	-0.4	0.1	0.3
